# TEAD-YAP block = TEAD-YAP interaction inhibition, primary screen, TEAD-YAP interaction inhibitor project, luminescence, HEK-TIYL cells; TEAD-Gal4/YAP UAS-luciferase luminescence; inhibition, % at 9.12 µM; hit rate 1.4% among 640,000; AID 1259422, 2018; in the data active = inhibition above about 32%;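 also: 0% = median of test compound wells and 100% = reference inhibitor wells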
# MITF inh = MITF inhibitors, primary screen, biochemical, AlphaScreen, human; inhibition, % at 2.6 µM; AID 1259374, 2018; Microphthalmia-associated transcription factor (Homo sapiens), O75030; AlphaScreen MITF homodimerization, bead proximity signal; hit rate 0.91% among 650,000; in the data active = inhibition above about 50%;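 also: 0% = vehicle wells with protein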
# GPR151 ag = activators of human GPR151, primary screen, cell-based, PathHunter beta-arrestin, luminescence; activation, % at 11.2 µM; G-protein coupled receptor 151 (Homo sapiens), Q8TDV0; PathHunter beta-arrestin GPR151 cells; hit rate 1% among 650,000; AID 1508602, 2020; in the data active = activation above about 4.9%;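 also: 0% = median of compound wells and 100% = cells with positive control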
# Target sequence (Q8TDV0 whole entry, looked up): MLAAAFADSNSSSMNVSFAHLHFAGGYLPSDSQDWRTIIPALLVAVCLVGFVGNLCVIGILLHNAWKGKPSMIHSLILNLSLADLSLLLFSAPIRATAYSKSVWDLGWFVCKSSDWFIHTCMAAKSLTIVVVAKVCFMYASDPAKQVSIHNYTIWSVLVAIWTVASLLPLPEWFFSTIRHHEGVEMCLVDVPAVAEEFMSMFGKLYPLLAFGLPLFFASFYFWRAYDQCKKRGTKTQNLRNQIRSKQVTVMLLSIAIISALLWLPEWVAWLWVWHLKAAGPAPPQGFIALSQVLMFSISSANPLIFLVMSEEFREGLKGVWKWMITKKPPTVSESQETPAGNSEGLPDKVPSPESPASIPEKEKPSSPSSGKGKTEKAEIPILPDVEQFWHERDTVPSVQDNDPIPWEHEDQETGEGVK
# FBW7 activator = FBW7 E3 ligase activators, primary screen, biochemical, AlphaScreen, human; F-box/WD repeat-containing protein 7 (Homo sapiens), Q969H0; AlphaScreen FBW7–phospho-cyclin E peptide binding, activator screen; normalized activity (activation), % at 26.1 µM; hit rate 0.13% among 650,000; AID 1259310, 2017; in the data active = normalized activity above about 1.9%;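 also: purified mutant Fbw7 with reduced substrate affinity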
# Target sequence (Q969H0 whole entry, looked up): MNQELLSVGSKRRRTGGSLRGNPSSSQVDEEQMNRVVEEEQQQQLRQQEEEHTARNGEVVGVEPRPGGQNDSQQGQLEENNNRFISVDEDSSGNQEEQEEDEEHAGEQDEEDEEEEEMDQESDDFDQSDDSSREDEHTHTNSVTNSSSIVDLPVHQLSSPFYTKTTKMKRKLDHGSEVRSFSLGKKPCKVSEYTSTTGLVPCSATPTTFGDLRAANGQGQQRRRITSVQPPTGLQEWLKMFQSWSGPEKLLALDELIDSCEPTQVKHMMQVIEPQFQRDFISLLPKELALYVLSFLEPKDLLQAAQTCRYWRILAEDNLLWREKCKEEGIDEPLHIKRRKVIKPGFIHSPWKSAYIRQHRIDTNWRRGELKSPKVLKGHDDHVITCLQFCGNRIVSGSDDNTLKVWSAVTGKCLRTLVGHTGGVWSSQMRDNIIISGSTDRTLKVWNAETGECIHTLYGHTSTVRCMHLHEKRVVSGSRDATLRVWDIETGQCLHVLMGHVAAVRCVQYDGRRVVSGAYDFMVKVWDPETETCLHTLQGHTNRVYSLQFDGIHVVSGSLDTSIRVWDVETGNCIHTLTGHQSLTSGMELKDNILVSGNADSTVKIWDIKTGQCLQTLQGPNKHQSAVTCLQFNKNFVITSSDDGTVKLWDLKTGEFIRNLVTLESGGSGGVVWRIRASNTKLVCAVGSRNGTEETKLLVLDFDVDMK
# * = called active by the depositor.
# Order of results – TEAD-YAP block	MITF inh	GPR151 ag	FBW7 activator
(1) CCOC(=O)c1sc(NC(=O)C2CCCO2)nc1-c1ccccc1 (stereo not drawn)
 : 5	-7	0.9	0.0
(2) O=C1CCC(C(=O)NCc2nc(NCCCc3ccccc3)c3ccccc3n2)=NN1
 : 28	22	-0.6	0.8
(3) CC1=C(C(N)=O)C(c2ccc(F)cc2)n2nc(-c3cccc(C)c3)nc2N1 (stereo not drawn)
 : 10	15	0.7	0.5
(4) COc1ccc(Cl)cc1C(=O)NCCC(C)C
 : -5	13	-0.8	-0.1
(5) O=C(NCc1nc(-c2cccnc2)n[nH]1)C1(c2ccc(Cl)cc2)CC1
 : 1	12	0.7	-0.1
(6) O=C(CSc1nnnn1-c1ccccc1)Nc1ccc(F)c([N+](=O)[O-])c1
 : 2	3	2.0	-0.1
(7) COc1ccc(-n2nc([N+](=O)[O-])c(=Nc3cc([N+](=O)[O-])ccc3OC)n2O)cc1
 : 0	5	-1.4	0.1
(8) Cc1c(N2C(=O)C(=O)/C(=C(/O)c3ccccc3)C2c2ccc([N+](=O)[O-])cc2)c(=O)n(-c2ccccc2)n1C (stereo not drawn)
 : 2	11	1.1	0.2
(9) COc1cc(/C=N/O)ccc1OCc1ccccc1F
 : 38*	-13	-3.6	0.0
(10) CC(C)CNC(=O)c1ccc(N2CC3CC(C2)c2cccc(=O)n2C3)c(NC(=O)c2ccncc2)c1 (stereo not drawn)
 : -65	16	0.5	-0.4
(11) CCOc1ccc(-c2nc3s/c(=C\c4ccc(OCC(N)=O)cc4)c(=O)n3n2)cc1
 : -6	-3	-0.6	-0.1
(12) COc1ccc(N2CCN(CCNS(=O)(=O)c3ccc(F)c(Cl)c3)CC2)cc1
 : 4	-6	-1.2	-0.2
(13) CCc1ccccc1NC(=O)CSc1ncn[nH]1
 : 0	9	1.1	-0.1
(14) CC(C)N(C(=O)c1ccc(I)cc1)C(C)C
 : -11	-4	0.4	-0.1
(15) O=C(CSc1nc2ccsc2c(=O)n1-c1ccc(Br)cc1)NCCc1ccccc1
 : -5	3	0.6	0.2
(16) Cc1c(Cl)cccc1-n1c(SCC(=O)N2CCCC2)nc2[nH]ncc2c1=O
 : 8	10	0.6	-0.2
(17) N#CCN(CC#N)C(=O)C(Sc1ccccc1)c1ccccc1 (stereo not drawn)
 : 2	4	0.8	0.0
(18) COc1ccc(OC)c(CN2CCN(Cc3ccc(F)cc3)C(CCO)C2)c1 (stereo not drawn)
 : -2	8	-0.1	0.0
(19) COC(=O)C1=C(C)NC(=O)/C1=C\c1cccc(Br)c1
 : 3	5	1.7	0.1
(20) CCC1Oc2ccc(C)cc2N(CC(=O)N(Cc2cccnc2)Cc2ccc(C)o2)C1=O (stereo not drawn)
 : -48	19	-1.4	1.1
(21) CCCCCOC(=O)C1=C(C)Nc2nnnn2C1c1ccc(Br)cc1 (stereo not drawn)
 : 7	-4	-0.1	0.8
(22) CCNC(=O)CC1C(=O)N(c2ccc(C)cc2)C(=O)N1CCOC (stereo not drawn)
 : -2	9	1.8	0.3
(23) Cn1ccnc1SCc1cc(=O)c(OC(=O)c2c(F)cccc2Cl)co1
 : 1	-2	1.9	-0.1
(24) N#CC1=C(Nc2ccc(Cl)cc2)CCC1
 : -3	-13	1.5	-0.1
(25) COC(=O)c1ccccc1NC(=O)COc1cccc(C)c1C
 : -37	1	-0.7	0.3
(26) N#Cc1c(NC(=O)CSc2ncccn2)sc2c1CCCCC2
 : -37	9	1.4	0.4
(27) O=C(c1cc2n(n1)C(C(F)(F)F)CC(c1ccc(Cl)c(Cl)c1)N2)N1CCN(C(c2ccccc2)c2ccccc2)CC1 (stereo not drawn)
 : 2	17	-0.6	0.0
(28) CCCOC(=O)c1ccc(Nc2nc(C(=O)OCC)nc3ccccc23)cc1
 : -10	-2	-0.9	0.0
(29) Cc1ccc(-n2ncc3c(N4CCOCC4)ncnc32)c(C)c1
 : 58*	0	0.7	-0.2
(30) COc1ccc(NC(=O)COc2ccccc2C(C)(C)C)cc1OC
 : 43*	7	2.6	0.1
(31) CC1(C)CC(=O)C=C(NCCN2CCNCC2)C1
 : -3	-50	0.4	0.7
(32) O=C(Nc1c2c(nn1-c1cccc(Cl)c1)CS(=O)(=O)C2)c1ccccc1[N+](=O)[O-]
 : -5	-4	-1.4	0.0
(33) CN(C)CC(=O)OC[C@@H](O)[C@@H](O)[C@H](O)[C@@H](O)C(=O)O
 : 1	11	0.3	0.0
(34) COc1ccc(C(=O)N/N=C/c2ccc(C)s2)cc1
 : -58	3	0.8	0.2
(35) Cc1cc(NC(=O)c2cc(-c3cccs3)on2)n(-c2ccccc2)n1
 : 3	0	1.0	0.1
(36) Oc1ccc(CCNc2nc(Cl)nc3c2ncn3Cc2ccc(C(F)(F)F)cc2)cc1
 : -6	-2	0.1	0.0
(37) CN1CCc2nc(N)c(C#N)c(-c3ccc([N+](=O)[O-])cc3)c2C1
 : 9	-2	0.3	-0.1
(38) O=C(CSc1nccn1Cc1ccc(F)cc1)Nc1nccs1
 : -16	-7	7.0*	-0.1
(39) COCCCN1C(=O)c2ccc(C(=O)Oc3ccc(Br)cc3)cc2C1=O
 : 5	-18	0.8	-0.1
(40) Cc1c(NC(=O)CC2(C(F)(F)F)OCCO2)c(=O)n(-c2ccccc2)n1C
 : -9	1	0.1	0.0
(41) COCCN(Cc1cc2ccc(Cl)cc2nc1N(C)C)C(=O)c1cc(C)c(C)[nH]c1=O
 : -8	8	0.3	0.0
(42) Cc1ccc(OCC(=O)Nc2cc(C(F)(F)F)ccc2Cl)c(C(C)(C)C)c1
 : -2	0	0.4	-0.1
(43) CC(=O)N1C(=O)CC(C)N(C(C)=O)c2cc([N+](=O)[O-])ccc21 (stereo not drawn)
 : 3	0	1.0	0.0
(44) O=C(Cn1cnc2sc3c(c2c1=O)CCCC3)NCC(=O)N1CCN(Cc2ccc3c(c2)OCO3)CC1
 : 7	15	0.3	0.1
(45) Cc1ccc(S(=O)(=O)N(C)C)cc1NC(=S)N1CCN(c2ncccn2)CC1
 : 6	-12	-0.8	0.0
(46) Cc1nnc2n1CCN(C(=O)c1csc3c1CCCC3)CC2
 : -4	3	0.1	0.0
(47) Cc1oc2c(c1C(=O)Nc1ccc3c(c1)OCO3)CCCC2
 : -17	10	-0.4	0.1
(48) COc1ccc(C(=O)NCC(=O)O)cc1
 : 4	20	1.1	0.3
(49) CCOC(=O)C1=C(N)N(c2cccc(C)c2)C2=C(C(=O)CC(C)(C)C2)C1c1ccc(OC)cc1 (stereo not drawn)
 : 0	-3	-0.8	0.1
(50) CC(C)C1N=C2c3ccccc3N=C(SCc3ccc([N+](=O)[O-])cc3)N2C1=O (stereo not drawn)
 : -29	9	1.3	-0.6

# Two consecutive records out of the list so far:
# Order of results – TEAD-YAP block	MITF inh	GPR151 ag	FBW7 activator
(42) Cc1ccc(OCC(=O)Nc2cc(C(F)(F)F)ccc2Cl)c(C(C)(C)C)c1
 : -2	0	0.4	-0.1
(43) CC(=O)N1C(=O)CC(C)N(C(C)=O)c2cc([N+](=O)[O-])ccc21 (stereo not drawn)
 : 3	0	1.0	0.0

# The results go on:
# Order of results – TEAD-YAP block	MITF inh	GPR151 ag	FBW7 activator
(51) O=C(c1cccc2cccc(O)c12)N1CCCCC1
 : -17	11	0.4	0.8
(52) O=C(Nc1cc(Cl)ccc1Cl)c1cnn2cccnc12
 : -16	1	-1.6	0.2
(53) CN(CCCCN1CCOCC1)c1nc2nonc2nc1NCc1ccccc1
 : -1	2	0.4	-0.2
(54) NS(=O)(=O)c1ccc(NS(=O)(=O)c2ccc(NC(=O)Nc3ccccc3)cc2)cc1
 : 2	8	1.8	0.1
(55) COc1ccc(-n2c(SCC(=O)O)nnc2-c2cccs2)cc1
 : 3	-16	-2.1	0.5
(56) CC1=C(C(=O)OCCOc2ccccc2)C(c2ccc(F)c(F)c2)C2=C(CCCC2=O)N1 (stereo not drawn)
 : 9	-9	-1.1	0.0
(57) Cn1c(=O)[nH]c(=O)c2c1ncn2CCNC1=NCCCCC1
 : -3	13	0.6	0.1
(58) CC(=O)c1ccc(NC(=O)Cc2ccc(Cl)cc2)cc1
 : -49	18	-0.3	0.3
(59) Cc1[nH]c2ccccc2c(=O)c1CN(C)C1CCCCC1
 : 11	12	-1.6	0.6
(60) OC1(c2ccccc2)Oc2ccccc2N=C1c1ccccc1 (stereo not drawn)
 : 0	-2	0.0	-0.3
(61) COc1ccc(C(=O)Nc2ccc(F)c(Cl)c2)cc1
 : 1	-7	-7.4	-0.1
(62) CCOC(=O)C1=CN(c2ccc(C)cc2)C=C(C(=O)OCC)C1c1ccc(OC)cc1
 : 5	6	-0.6	0.0
(63) O=C1C2C3c4ccccc4C(c4ccccc43)C2C(=O)N1CN(C(=O)C(F)(F)F)c1ccccc1 (stereo not drawn)
 : -6	-8	0.3	-0.3
(64) Cc1cc(OC(=O)c2ccc(S(=O)(=O)N3CCOCC3)cc2)c([N+](=O)[O-])c(=O)[nH]1
 : 2	-4	1.4	0.1
(65) CCS(=O)(=O)c1nsc2nc(=O)c(/C=C3\C(C)=Nc4ccc(C)cc43)c(N)n12
 : 9	4	-0.7	-0.3
(66) CCc1cc(C(=O)O)c(NC(=O)c2cccc(C)c2)s1
 : -9	22	-0.1	-0.1
(67) CC(C)n1c(Nc2ccc3ncccc3c2)nc2c(NCCN3CCOCC3)ncnc21
 : -4	14	6.4*	0.0
(68) COc1ccccc1OCC(=O)N/N=C/c1ccc(Cl)cc1
 : 0	6	0.7	0.1
(69) Cc1ccc(-c2nc(-c3ccccc3)c(-c3ccccc3)[nH]2)cc1[N+](=O)[O-]
 : -6	10	0.9	-0.1
(70) COc1ccc(/C=N/Nc2cc(C)nc(N)n2)cc1
 : -24	5	0.0	0.1
(71) COc1ccc(-c2nc3ccccc3c(=O)n2NCc2ccccc2Br)cc1OC
 : 2	4	1.4	0.0
(72) CCOC(=O)c1ccc(OCC2c3cc(OC)c(OC)cc3CCN2C(=O)CCc2ccccc2)cc1 (stereo not drawn)
 : -2	11	0.8	-0.1
(73) O=C(c1ccc([N+](=O)[O-])cc1)N(Cc1nc2ccccc2c(=O)[nH]1)Cc1cccs1
 : -8	-16	-0.2	-0.2
(74) CCOc1ccc(-c2nnc3ccc(SCC(=O)N4CCCC4)nn23)cc1
 : 4	2	-0.7	-0.3
(75) COc1ccc(OCCOc2ccc(/C=C3/C(=N)N4OC(C)=CC4=NC3=O)cc2OC)cc1
 : 1	22	0.9	0.3
(76) Nc1nnc(SCc2cnc(-c3ccccc3)s2)s1
 : -33	-5	2.0	-0.2
(77) COc1cccc(CN2CCN(S(=O)(=O)c3ccc(Br)cc3)CC2)c1
 : -6	14	-2.0	0.4
(78) Cc1c(CN2Cc3ccccc3OC(c3ccccc3)C2)cnn1C (stereo not drawn)
 : 13	-10	2.0	-0.3
(79) O=C1/C(=C/c2ccc(Br)cc2)C=C(c2ccccc2)N1c1ccccc1Br
 : 6	6	1.4	0.1
(80) O=C1C2CCC3(CC2C(=O)N1Cc1ccccc1)OCCO3 (stereo not drawn)
 : -7	2	0.1	-0.1
(81) COc1ccc(CCNc2cc(NC3CCN(Cc4ccccc4)CC3)ncn2)cc1
 : 18	12	2.5	-0.1
(82) CN1CCCN(C(=O)c2ccccc2Br)CC1
 : 9	6	2.1	0.1
(83) O=C(O)c1ccccc1Nc1ccnc(N2CCCCCC2)n1
 : 12	7	-0.2	0.3
(84) N#Cc1cc2cc3c(cc2nc1SCC(=O)NCC1CCCO1)OCO3 (stereo not drawn)
 : -1	4	0.2	0.0
(85) CNC(=O)[C@@H]1C[C@@H](NCc2ccccc2F)CN1Cc1ccccc1Cl
 : -6	8	-0.2	0.0
(86) Cc1cc(C(=O)Nc2nc3ccccc3[nH]2)c2ccccc2n1
 : -17	-3	-0.8	-0.3
(87) Cc1ccc(C2C=C(c3ccc(I)cc3)Nc3ncnn32)cc1 (stereo not drawn)
 : -17	-12	-0.5	-0.1
(88) COc1ccccc1Nc1nc(-c2cc3c(ccc4ccccc43)oc2=O)cs1
 : -1	3	0.5	0.0
(89) CCOC(=O)c1ccc(NC(=O)C2CC=CCC2(C)C(=O)O)cc1 (stereo not drawn)
 : -1	-3	0.5	0.1
(90) CCCC(=O)Nc1sc2c(c1C(N)=O)CCN(C(=O)OCC)C2
 : 51*	1	-1.2	-0.1

# Laid out differently: results already given.
(85) CNC(=O)[C@@H]1C[C@@H](NCc2ccccc2F)CN1Cc1ccccc1Cl
(86) Cc1cc(C(=O)Nc2nc3ccccc3[nH]2)c2ccccc2n1
Screen / compound no. | 85 | 86
TEAD-YAP block | -6 | -17
MITF inh | 8 | -3
GPR151 ag | -0.2 | -0.8
FBW7 activator | 0.0 | -0.3

# As entered above.
# In FBW7 activator, compound 47 is listed with 0.1
# In TEAD-YAP block, compound 3 is listed with 10
# In GPR151 ag, compound 34 is listed with 0.8
# In TEAD-YAP block, compound 39 is listed with 5
# In GPR151 ag, compound 21 is listed with -0.1
# In GPR151 ag, compound 70 is listed with 0.0

# Whole records from above. Screens in order: TEAD-YAP block, MITF inh, GPR151 ag, FBW7 activator
# COc1ccccc1Nc1nc(-c2cc3c(ccc4ccccc43)oc2=O)cs1 in the list: -1, 3, 0.5, 0.0
# CCOC(=O)c1ccc(NC(=O)C2CC=CCC2(C)C(=O)O)cc1 (stereo not drawn) in the list: -1, -3, 0.5, 0.1
# Cc1cc(C(=O)Nc2nc3ccccc3[nH]2)c2ccccc2n1 in the list: -17, -3, -0.8, -0.3
# CN1CCCN(C(=O)c2ccccc2Br)CC1 in the list: 9, 6, 2.1, 0.1
# N#Cc1cc2cc3c(cc2nc1SCC(=O)NCC1CCCO1)OCO3 (stereo not drawn) in the list: -1, 4, 0.2, 0.0
